Screening data as filed in PubChem BioAssay.
CAL PDZ FP-1: untagged CAL PDZ binding inhibitors, primary screen, biochemical, fluorescence polarization, HTS; Golgi-associated PDZ and coiled-coil motif-containing protein (Homo sapiens), Q9HD26; purified CAL PDZ, TMR-peptide fluorescence polarization, 1 h; inhibition, % at 24.9 µM; 300,000 tested, 0.92% active; AID 602252, 2012;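 active = mean inhibition of at least 30% with at least half of replicates also reaching 30%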;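 note: 0% = DMSO neutral control and 100% = excess unlabeled competitor peptide PRC23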
Tat transport: E. coli Tat export inhibitors, primary screen, MC4100, TorA-mCherry reporter, fluorescence, single point | 340,000 tested, 0.036% active | AID 488895, 2010 | inhibition, % at 10 µM;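 active = mean replicate inhibition at least 50% and at least half of replicates individually reaching 50%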;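 note: exported cargo escapes ClpAP degradation while cytoplasmic cargo is degraded and loses fluorescence; 0% = median of neutral control wells and 100% = median of NaSCN control wells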
Wnt bcat act: Wnt/beta-catenin pathway activators, primary screen, cell-based, plate reader, single point | activation, % at 9.35 µM | Wnt/beta-catenin reporter cell assay, activator | 300,000 tested, 1.2% active; in the data active = activation above about 30%, passing the limit was not always enough;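 note: 0% = neutral control wells and 100% = positive control wells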
phage Ecoli inh: growth loss of phage-infected E. coli, primary screen, RecBCD inhibitor project, absorbance, with phage, HTS | AID 651602, 2012 | 360,000 tested, 0.26% active | inhibition, % at 11.9 µM; in the data active = inhibition above about 11%
SR-BI DiI-HDL act: activators of SR-BI mediated DiI-HDL uptake, primary screen, ldlA[mSR-BI] CHO cells, DiI fluorescence; 320,000 tested, 0.096% active; AID 504775, 2011; activation, % at 12.5 µM; 3 h; 100 = double the neutral-control signal;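 active = mean replicate activation of at least 60% and every replicate at or above 60%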;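 note: 0% = median plate neutral-control signal and 100% = twice that signal; values of inactives mirror those of a sister screen read the other way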
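Assay system: CHO ldlA[mSR-BI] cells, LDL receptor-null, SR-BI overexpressing; medium: Ham's F12 with 0.5% BSA, HEPES 25 mM, pH 7.4; also added: DiI-HDL 10 µg/mL; timing: 3 h uptake period with compound, 37 °C; signal: DiI fluorescence, bottom read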
Ecoli viability: E. coli V3065 growth inhibition, primary screen, counter-screen for AddAB inhibitor project, absorbance, OD600; 330,000 tested, 0.27% active; 18 h; AID 449728, 2010; inhibition, % at 11.9 µM;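 active = inhibition above the campaign's mean inhibition across all tested compounds plus 3 SD, cut at about 9.9% in these data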;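 note: uninfected addAB+ strain grown without phage in ampicillin broth; 0% = DMSO wells and 100% = ciprofloxacin 0.95 µg/ml wells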
CAL PDZ FP-2: CAL PDZ peptide-binding inhibitors, primary screen, biochemical, fluorescence polarization, Cer-tagged CAL PDZ, HTS. Golgi-associated PDZ and coiled-coil motif-containing protein (Homo sapiens), Q9HD26. purified CAL PDZ, TMR-peptide fluorescence polarization, 1 h. inhibition, % at 20 µM. 330,000 tested, 0.02% active. AID 504414, 2011;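 active = highest replicate inhibition of at least 40%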;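 note: plate controls were DMSO neutral control wells for no effect and unlabeled competitor peptide control wells for full effect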
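Material: tagged CAL PDZ protein CerCALP, purified; buffer or medium: sodium phosphate/NaCl buffer pH 7.4 with TCEP, IgG, Thesit; also added: fluorescent TMR peptide probe; schedule: 1 h incubation at room temperature before polarization reading; technique: fluorescence polarization from S- and P-plane intensities, G-factor corrected; control set: unlabelled peptide and DMSO controls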
MITF TRPM1 HTS: activators of MITF-driven TRPM1 promoter reporter, primary screen, cell-based, SK-MEL-5, luciferase, single point; activation, % at 12.5 µM; 300,000 tested, 0.75% active; SK-MEL-5 TRPM1-promoter luciferase, 24 h; % of positive control, neutral wells = 0; AID 588334, 2011;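 active = mean activation of at least 80% with every replicate also reaching 80%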;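 note: 0% = neutral control wells and 100% = parthenolide positive control wells; values of inactives mirror those of a sister screen read the other way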
AddAB inh: growth inhibition of E. coli expressing H. pylori AddAB, primary screen, AddAB inhibitor project, absorbance. AID 435030, 2010. inhibition, % at 11.9 µM. 330,000 tested, 0.29% active; in the data active = inhibition above about 12%;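 note: 0% = vehicle wells of infected cells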
SR-BI DiI inh: inhibitors of SR-BI mediated HDL lipid uptake, primary screen, ldlA[mSR-BI] cells, fluorescence, single point | Scavenger receptor class B member 1 (Mus musculus), Q61009 | ldlA[mSR-BI] CHO cells, DiI-HDL uptake fluorescence, 3 h | inhibition, % at 12.5 µM | 320,000 tested, 0.96% active;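 active = mean replicate inhibition of at least 70% and a set share of replicates each scoring 70 or more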;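 note: 0% = median of neutral control wells and 100% = median of positive control wells; values of inactives mirror those of a sister screen read the other way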
Target sequence (Q61009 whole entry, looked up): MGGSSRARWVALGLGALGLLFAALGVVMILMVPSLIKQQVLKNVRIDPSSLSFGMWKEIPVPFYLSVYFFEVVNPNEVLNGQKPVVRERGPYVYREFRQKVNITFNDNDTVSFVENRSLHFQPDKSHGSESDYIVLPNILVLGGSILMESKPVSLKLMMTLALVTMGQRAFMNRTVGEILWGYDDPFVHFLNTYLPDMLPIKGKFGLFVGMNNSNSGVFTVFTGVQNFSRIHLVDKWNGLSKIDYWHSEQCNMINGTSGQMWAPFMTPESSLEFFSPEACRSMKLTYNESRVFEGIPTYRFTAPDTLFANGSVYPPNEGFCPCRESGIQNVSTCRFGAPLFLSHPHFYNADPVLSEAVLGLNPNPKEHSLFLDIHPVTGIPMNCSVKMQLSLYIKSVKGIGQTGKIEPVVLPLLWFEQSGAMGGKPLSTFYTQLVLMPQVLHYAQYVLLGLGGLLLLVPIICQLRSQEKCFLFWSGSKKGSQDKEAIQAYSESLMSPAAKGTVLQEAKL
* = called active by the depositor; x = not tested or not shown.

SMILES	CAL PDZ FP-1	Tat transport	Wnt bcat act	phage Ecoli inh	SR-BI DiI-HDL act	Ecoli viability	CAL PDZ FP-2	MITF TRPM1 HTS	AddAB inh	SR-BI DiI inh
O=C(CCN1C(=O)c2ccccc2C1=O)NCc1ccc(F)cc1	-4	1	-1	1.5	10	0.7	-0.9	-7	1.7	-10
CCOC(=O)c1c(-c2ccc(C)o2)csc1NC(=O)CSc1nnnn1-c1ccccc1	-4	-4	3	0.4	-23	-0.2	-0.8	-6	1.2	23
Cc1nccn1CCCN1C(=O)CNC1=S	-3	3	-3	4.1	18	-0.3	-1.6	2	-1.1	-18
CC(OC(=O)c1cc(=O)[nH]c2ccccc12)C(=O)NC1CCCCC1C (centres undefined)	4	-8	0	2.7	21	2.0	1.3	-11	-0.3	-21
N=C1/C(=C/c2cccn2CCOc2ccccc2)C(=O)N=C2SC=C(c3ccccc3)N12	-5	5	-3	2.3	-75	-0.9	-2.1	-10	3.6	75*
Cc1ccc(C(=O)c2ccccc2C(=O)OCC(=O)NCCc2ccccc2)cc1	-1	9	-1	3.0	4	-2.6	-0.3	-12	-1.9	-4
COc1ccc(N2CCN(C(=O)CNS(=O)(=O)c3ccc(C)c(C)c3)CC2)cc1	0	4	0	-0.3	11	0.6	-0.5	2	3.9	-11
O=C(Nc1ccccc1-c1ccccc1)NC1CC2CCCC(C1)N2CCc1ccccc1 (centres undefined)	3	15	-5	3.9	-3	-0.3	-2.5	9	1.4	3
CC(C(=O)NN=C(c1ccccc1)c1ccccc1)N1CCOCC1 (centres undefined)	x	3	1	2.6	16	-2.2	-1.1	-1	-0.9	-16
O=C1c2ccccc2S(=O)(=O)N1CC1CC(c2ccccc2Cl)=NO1 (centres undefined)	-1	-4	93*	3.4	-8	1.8	0.3	94*	0.9	8
CNC(=O)c1[nH]cnc1C(=O)Nc1ccc(C)cc1	-1	-15	7	2.2	-5	1.1	-0.6	-1	5.2	5
C=CCNC(=O)CN1CCC(c2nc3ccccc3[nH]2)CC1	-4	-11	-1	1.9	x	1.4	-1.2	-15	0.9	11
COc1ccc(-n2nc3cc(N)c(Br)cc3n2)cc1	-7	4	5	1.8	-5	-1.5	0.5	x	-0.6	5
CNc1ccncc1S(=O)(=O)NC	-1	-4	x	3.2	54	-1.6	0.1	5	2.1	-54
O=C(CN1C(=O)c2ccccc2C1=O)Nc1cccnc1	1	1	x	4.0	13	-1.7	0.2	-2	0.8	-13
Cc1ccc(S(=O)(=O)N(NC2=NS(=O)(=O)c3ccccc32)C(=O)c2ccccc2)cc1	-2	13	-2	2.2	8	1.9	-0.3	6	3.4	-8
CC1(C)CC(=O)C2=C(C1)Nc1cc(Cl)ccc1S2	1	11	0	1.9	x	1.9	0.7	x	1.3	x
CSCCC(NC(=O)c1ccccc1Cl)C(=O)N1CCC1 (centres undefined)	-6	-3	1	2.9	17	-0.9	-1.8	-3	1.0	-17
CC(C)c1ccc(N2C(=O)[C@@H]3Cc4ccccc4CN3C2=O)cc1	7	5	16	3.7	10	-2.1	-3.0	x	3.9	-10
CC1CCCC(C)N1C(=O)CN1C(=O)C(C)(C)Oc2ccc(C(=O)NC3CCCC3)cc21 (centres undefined)	-4	-6	x	2.3	-1	-1.9	0.2	x	-0.7	1
COC(=O)c1cc(NC(=O)C2(S(=O)(=O)c3ccc(Cl)cc3)CC2)cc(C(=O)OC)c1	-1	5	-1	2.0	-41	1.0	-2.8	-18	4.5	41
O=C(CSc1nnc(-c2ccccc2)n1-c1ccccc1)NCc1ccco1	-4	-12	-7	0.6	9	0.0	-2.2	x	3.9	-9
Cc1nnc(SCCn2c(N3CCC(C)CC3)nc3c2c(=O)n(C)c(=O)n3C)s1	x	-2	x	-0.2	28	0.1	-1.6	3	-0.1	-28
COc1ccc(CNC(=O)C(NC(C)=O)C(=O)Nc2ccc(OC)cc2)cc1 (centres undefined)	2	-3	-2	1.8	1	-2.1	-0.6	0	0.8	-1
OCC[C@H]1C[C@H](O)[C@@H](O)[C@@]2(CCCCO2)O1	-3	0	2	1.0	24	-0.2	-0.9	14	2.4	-24
CCCSc1ccc([C@H]2N[C@@](CC(C)C)(C(=O)OC)[C@H]3C(=O)N(C)C(=O)[C@@H]23)cc1	0	-4	-4	-1.6	-74	-1.6	0.0	13	-0.6	74*
CCc1ccc(CN(C)C(=O)CCc2nnc(CCc3ccccc3OC)o2)nc1	x	-1	-2	2.2	-11	2.1	-2.4	3	5.6	11
O=C(C1COc2ccccc2O1)N1CCN(Cc2ccc(Br)cc2F)CC1 (centres undefined)	-6	1	-2	1.2	-15	-0.6	-0.3	-10	2.2	15
Cc1ccc(-c2nc(C#N)c(NCCN3CCCCC3)o2)cc1	-1	-1	x	1.9	19	-1.1	-0.7	9	0.1	-19
CC(Oc1cccc(Cl)c1)c1ccnc2nc(/N=C/N(C)C)nn12 (centres undefined)	-3	-2	-8	2.6	6	-1.7	0.2	10	5.1	-6
O=c1c(-c2ccccc2)c(O)cc(-c2ccncc2)n1-c1ccc(Cl)cc1	-5	-7	-2	2.6	20	-0.6	-0.6	10	2.2	-20
CCCNC(=O)C(=O)Nc1cc2c3c(c1)CCC(=O)N3CCC2	-1	-3	0	4.0	-24	-3.1	-2.9	-11	3.7	24
CC(Sc1nnc(-c2ccco2)n1C)C(=O)Nc1nccs1 (centres undefined)	-10	-13	-1	2.5	6	1.6	0.4	-3	-1.4	-6
COc1ccc(CN=C2NC(=O)CC(C(=O)Nc3ccccc3C)S2)cc1 (centres undefined)	-3	-7	-1	1.4	-25	1.6	-3.1	-12	1.5	25
Cc1nc(/C(N)=N/OC(=O)c2ccccc2Cl)c(C(F)(F)F)o1	68*	-2	0	2.7	8	0.0	-1.2	11	0.9	-8
CC(=O)Cn1ncc(Br)c(Br)c1=O	-6	-26	-8	2.0	-5	x	0.6	-99	x	5
Cc1[nH]c2ccccc2c1CN1CCc2ccccc2C1	-1	-1	x	0.8	16	-3.2	-2.6	-11	-1.1	-16
N#C/C(=C\c1cccnc1)C(=O)Nc1ccc(SC(F)F)cc1	-7	3	0	3.1	-19	1.4	-1.0	-8	-0.3	19
Cc1ccc2c(CN(C)Cc3cccc(Cl)c3)cc(=O)oc2c1C	-11	-6	-1	2.8	-11	-0.7	-0.3	0	2.7	11
COc1ccc(CNC(=O)C/C(C)=N/NC(=O)COc2ccccc2)cc1	-4	-3	-1	1.1	13	0.9	-1.7	-6	0.0	-13

3 entries drawn at random from the list so far, as already listed:
SMILES	CAL PDZ FP-1	Tat transport	Wnt bcat act	phage Ecoli inh	SR-BI DiI-HDL act	Ecoli viability	CAL PDZ FP-2	MITF TRPM1 HTS	AddAB inh	SR-BI DiI inh
COc1ccc(CNC(=O)C/C(C)=N/NC(=O)COc2ccccc2)cc1	-4	-3	-1	1.1	13	0.9	-1.7	-6	0.0	-13
CCCNC(=O)C(=O)Nc1cc2c3c(c1)CCC(=O)N3CCC2	-1	-3	0	4.0	-24	-3.1	-2.9	-11	3.7	24
O=c1c(-c2ccccc2)c(O)cc(-c2ccncc2)n1-c1ccc(Cl)cc1	-5	-7	-2	2.6	20	-0.6	-0.6	10	2.2	-20

Continued:
SMILES	CAL PDZ FP-1	Tat transport	Wnt bcat act	phage Ecoli inh	SR-BI DiI-HDL act	Ecoli viability	CAL PDZ FP-2	MITF TRPM1 HTS	AddAB inh	SR-BI DiI inh
CN(Cc1ccc(Cl)s1)C(=O)CSc1nnc(C2CC2)n1C1CC1	1	-4	2	-2.7	7	1.4	-0.7	-9	-0.3	-7
O=C1CCC(C(=O)N2CCN(c3ccccc3)CC2)CN1CC1CCCCC1 (centres undefined)	1	0	2	2.6	16	-1.2	-0.4	10	6.3	-16
Cc1nc2nc[nH]n2c(=O)c1CCOC(=O)c1ccccc1F	4	-5	x	4.8	14	-2.5	-0.2	12	1.5	-14
Cc1cc(/C=C2\C(=N)N3N=CSC3=NC2=O)c(C)n1Cc1ccccc1	x	-4	36*	1.7	1	1.6	-2.4	22	-0.2	-1
Cc1nc2scc(C)n2c(=O)c1S(=O)(=O)NCCc1ccccc1	-4	-11	8	-1.6	4	0.0	-2.4	-2	0.5	-4
O=C(NCc1ccc(Cl)cc1)C(=O)Nc1nccs1	2	1	-11	3.8	25	0.9	x	2	2.7	-25
Cc1ccc(/C=C(\NC(=O)c2ccccc2)C(=O)NCCc2ccccn2)o1	27	7	-2	3.4	8	0.3	0.1	-7	1.0	-8
Cc1ccc(NC(=S)N(CCCN2CCC(C)CC2)Cc2ccco2)cc1C	1	-10	-3	0.5	23	0.5	-0.4	1	2.3	-23
CCn1cc(C(=O)N[C@H](C(=O)NCCCO)C(C)C)c(=O)c2cc3c(cc21)OCO3	-3	4	-1	-0.6	15	-2.4	1.0	-3	0.2	-15
O=C(CCS(=O)(=O)c1ccc(Br)s1)NCc1ccccc1	-1	-5	0	1.2	x	-1.3	-1.2	8	0.2	18
O=C(NCc1ccc2c(c1)OCO2)c1cc(-c2ccncc2)nc2ccccc12	-2	-3	1	1.9	-36	1.3	1.1	7	-2.0	36
Cc1ccc(NC(=O)C2=C(O)c3ccccc3N(C)S2(=O)=O)cc1	-6	-3	2	1.2	-9	-0.7	-2.7	x	-0.5	9
Cc1nc(Nc2cccc(O)c2)c2c3c(sc2n1)CCC3	-3	5	-2	1.7	-63	1.9	-0.7	-7	0.6	63
CN(Cc1ccccc1)C(=O)C1CCN(S(C)(=O)=O)CC1	-3	-2	-1	1.1	35	-2.8	-1.2	-3	0.2	-35
COCCNc1nnc(SCC(=O)N2CCN(S(=O)(=O)c3ccccc3)CC2)s1	6	-4	-5	3.6	6	-0.7	0.0	-13	-1.2	-6
Cc1cc(C)c(C)c(OCC(=O)O/N=C(\N)c2cccnc2)c1	1	-3	0	-0.2	-13	1.8	-0.5	2	1.4	13
O=[N+]([O-])c1ccc(S(=O)(=O)N2CCN(Cc3c[nH]c4ccccc34)CC2)cc1	-2	0	x	1.3	6	-0.8	0.5	x	3.9	-6
COc1ccc(CNC(=O)/C=C/c2ccc(S(=O)(=O)N3CCOCC3)cc2)cc1	x	-8	0	4.6	-19	0.1	-0.1	-8	-0.5	19
Cc1cccc(C(=O)NC2CC3CCCC(C2)N3Cc2ccccc2)c1 (centres undefined)	x	-5	-4	3.8	8	-0.3	0.0	-1	2.9	-8
Cc1ccc(OCc2cc(C(=O)N(C)CCc3ccccc3)no2)cc1C	x	22	28	1.7	x	1.4	-1.6	111*	2.8	-44
